Bioassay records from PubChem.
BLM inh = Bloom syndrome helicase (human) inhibition; P54132; Potency, µM (titrated, usually from 56.1 µM), inactives show at the highest dose activity change, negative = inhibition, usual class: inhibitors; hit rate 0.2% among 350,000; AID 2528; recombinant BLM DNA unwinding, fluorescence dequenching;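 also: plate controls were vehicle for no effect and no enzyme for full effect; nearly all actives have a fitted effect of over 35% in size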
Pin1 inhibitor = human Pin1 inhibition. Q13526. Pin1 FP peptide displacement, HiFluor488, 10 min. Potency, µM (series often up to 115 µM), inactives show at the highest dose activity, negative = inhibition, most hits filed as inhibitors. hit rate 0.009% among 390,000. AID 504891; active = well fitted inhibition curve with a large enough effect in the polarisation, with a control signal flat, not every such curve was filed as active; inconclusive = small, poorly fitted or top-dose-only effect, or effect the other way, or a change in a side signal; inactive = no such curve, though single readings can be large or run the other way; the % refers to the polarisation; also: % is scaled to controls: 0 for no effect and ±100 for the full control effect
G9a block = inhibitors of human histone lysine methyltransferase G9a; Q96KQ7; G9a H3K9 monomethylation, AlphaScreen, 2 h; Potency, µM (doses to about 102 µM), for the others: at the top dose activity, negative = inhibition, most hits filed as inhibitors; hit rate 8.8% among 350,000; also: % is scaled to controls: 0 for no effect and ±100 for the full control effect; nearly all actives have a fitted effect of over 75% in size
Target sequence (Q96KQ7 913-1193 limits assumed): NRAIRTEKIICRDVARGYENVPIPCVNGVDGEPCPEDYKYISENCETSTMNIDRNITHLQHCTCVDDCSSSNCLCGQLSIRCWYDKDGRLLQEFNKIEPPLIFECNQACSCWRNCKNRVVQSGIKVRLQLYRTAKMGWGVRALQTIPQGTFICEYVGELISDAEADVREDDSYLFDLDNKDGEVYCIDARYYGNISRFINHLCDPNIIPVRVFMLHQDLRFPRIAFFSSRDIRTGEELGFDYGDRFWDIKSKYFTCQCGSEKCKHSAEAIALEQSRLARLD
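AlphaScreen detection with an anti-monomethyl H3K9 antibody quantified product after a 2 h room-temperature reaction containing 500 nM biotinylated H3K9 peptide, 20 µM SAM and 20 nM enzyme, which had been preincubated 15 min with compound.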
Tb PGK inh = T. brucei PGK inhibition; hit rate 0.043% among 380,000; PGK/GAPDH coupled, Kinase-Glo luminescence, 60 min; P07378; Potency, µM (series often up to 57.5 µM), inactives show top-dose activity change, negative = inhibition, hits mostly inhibitors; AID 602233; also: % is scaled to controls: 0 for no effect and ±100 for the full control effect; nearly all actives have a fitted effect of over 60% in size
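Luminescent ATP detection (Kinase-Glo Plus) follows a 60-minute room-temperature incubation, with wells lacking PGK as controls. Buffer: 100 mM TEA (pH 7.6), 5 mM MgCl2, 0.01% Tween-20. Coupling enzyme GAPDH (100 nM final) supplies unstable 1,3-BPG in-well.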
HP1b binding inh = HP1-beta chromodomain-methylated histone interaction inhibition; P83916; AlphaScreen HP1-beta / biotin-H3K9me3 peptide binding; Potency, µM (highest dose often 114 µM), for the others: at the top dose activity change, negative = inhibition, actives largely listed as inhibitors; hit rate 0.56% among 390,000; AID 540317; also: nearly all actives have a fitted effect of over 70% in size; inactives centre near 23
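Compound inhibition of the preformed complex between 50 nM HP1-beta and 50 nM biotinylated H3K9me3 peptide was read by AlphaScreen. Buffer was PBS pH 7.4 with 0.01% Tween-20. Incubations ran 30 min at room temperature, with 10 ug/mL donor/acceptor beads.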
BAZ2B inh = inhibitors of human BAZ2B bromodomain; Q9UIF8; AlphaScreen BAZ2B-H3K14Ac peptide displacement; Potency, µM (series often up to 114 µM), for the others: top-dose activity change, negative = inhibition, most hits filed as inhibitors; hit rate 4.4% among 360,000; AID 504333; also: % is scaled to controls: 0 for no effect and ±100 for the full control effect; nearly all actives have a fitted effect of over 60% in size
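Complex of BAZ2B and biotin-H3K14Ac (50 nM apiece) forms over 30 min at RT, then faces library compounds up to 110 uM for another 30 min; AlphaScreen beads added, 20 min dark incubation, luminescence read.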
GLS inh = inhibitors of human glutaminase (GLS); O94925; GLS enzymatic activity, qHTS titration; Potency, µM (top dose mostly 45.5 µM), without a hit: top-dose activity change, negative = inhibition, usual class: inhibitors; hit rate 0.21% among 410,000; AID 624170; also: % is scaled to controls: 0 for no effect and ±100 for the full control effect
Target sequence (O94925 whole entry, looked up): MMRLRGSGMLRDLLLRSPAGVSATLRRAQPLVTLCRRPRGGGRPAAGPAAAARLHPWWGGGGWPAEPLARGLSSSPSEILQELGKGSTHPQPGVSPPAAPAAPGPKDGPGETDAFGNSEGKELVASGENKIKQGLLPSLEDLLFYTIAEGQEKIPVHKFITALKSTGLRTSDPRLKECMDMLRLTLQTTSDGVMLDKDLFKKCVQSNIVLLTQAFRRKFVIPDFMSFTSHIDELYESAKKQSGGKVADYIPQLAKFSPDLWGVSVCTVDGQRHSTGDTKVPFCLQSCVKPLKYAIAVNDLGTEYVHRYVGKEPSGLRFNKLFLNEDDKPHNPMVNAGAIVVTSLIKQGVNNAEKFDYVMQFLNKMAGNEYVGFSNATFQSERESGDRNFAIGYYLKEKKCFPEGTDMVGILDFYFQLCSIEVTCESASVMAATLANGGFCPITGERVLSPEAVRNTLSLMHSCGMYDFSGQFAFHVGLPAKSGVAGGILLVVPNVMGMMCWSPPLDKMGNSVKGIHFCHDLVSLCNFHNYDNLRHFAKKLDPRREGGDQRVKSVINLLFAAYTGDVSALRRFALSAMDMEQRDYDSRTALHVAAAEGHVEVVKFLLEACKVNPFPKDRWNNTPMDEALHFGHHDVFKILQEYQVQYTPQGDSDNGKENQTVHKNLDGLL
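Compounds were pin-transferred onto hKGA, after which L-glutamine (1 mM solution) and a detection mix of glutamate oxidase, HRP and Amplex Red were added. Initial and 30 min RT fluorescence reads were collected.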
JMJD2A Tudor = JMJD2A Tudor domain (human) inhibition. O75164. AlphaScreen JMJD2A-Tudor / H3K4me3 peptide binding. Potency, µM (series often up to 114 µM), for inactives: top-dose activity change, negative = inhibition, usual class: inhibitors. hit rate 4.4% among 390,000; also: % is scaled to controls: 0 for no effect and ±100 for the full control effect; nearly all actives have a fitted effect of over 50% in size
Pol iota inh = inhibitors of human DNA polymerase iota | Q9UNA4 | Pol iota fluorescent replication assay, 10 min | Potency, µM (top dose mostly 115 µM), inactives show top-dose activity, negative = inhibition, actives largely listed as inhibitors | hit rate 1% among 390,000
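Fluorescent replication assay read twice, at 0 min and 10 min after adding 50 nM (final) substrate. Enzyme (10 nM) and compounds were first incubated 15 min at room temperature; enzyme-free buffer wells were negative controls.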
* = called active by the depositor; i = inactive; u = inconclusive; x = no result given; & = joins results of further samples; [ ] = remark or other dose. Unless noted, calls follow the shape of the dose curve; as a rule, active = well fitted curve in the direction sought with a large enough effect; inconclusive = small, poorly fitted or top-dose-only effect, or another doubt; inactive = no such curve, though single readings can be large; an effect the other way counts as inactive or inconclusive. Potency is read from the fitted curve at half-maximal effect.

SMILES | BLM inh | Pin1 inhibitor | G9a block | Tb PGK inh | HP1b binding inh | BAZ2B inh | GLS inh | JMJD2A Tudor | Pol iota inh
CCOc1cc(C#N)c(NC(=O)c2cccnc2Cl)cc1OCC | -6% | 2% | -5% | -8% | 34%[activator] | 0% | -16% | -5% | 5%
CCOC(=O)CSc1nnc(-c2ccccc2NC(=O)c2ccccc2)o1 | -1% | -6% | -29%[59 µM] | 0% | 23% | 4% | 0% | -14% | -11%
CCOc1nc(Nc2ccc([N+](=O)[O-])cc2)nc(NC(C)(C)C)n1 | -6% | -2% | 0%[59 µM] | 5% | 11% | u | -5% | -12% | 107%[activator]
O=C(Cn1c(=O)oc2cc(S(=O)(=O)N3CCCC3)ccc21)Nc1ccc(OC(F)(F)F)cc1 | -1% | 0% | 8%[59 µM] | i | -15% | 5% | -14% | -6% | -12%
Cn1c(-c2cccs2)nc2ccccc21 | 1% | -3% | 10%[59 µM] | 1% | 41%[activator] | -7% | -2% | -13% | 169%[activator]
CC(CNC(=O)C1CCCCC1C(=O)O)c1ccccc1 (stereo unspecified) | 1% | -13% | 0%[12.7 µM] | -3% | 43%[activator] | -1% | 0% | -4% | 4%[58.9 µM]
CCn1c(C(C)NC(=O)Cc2ccccc2)nc2ccccc21 (stereo unspecified) | 2% | 6% | -38% | i | 2% | 1% | 10% | -6% | -3%
CCOc1ccccc1NC1=NC2CS(=O)(=O)CC2S1 (stereo unspecified) | 7% | -1% | 0% | i | 34% | 10% | -1% | -20% | 1%
Cc1nn2c(=O)cc(CSCC(=O)Nc3ccccc3Cl)nc2s1 | 1% | 2% | 14% | -2% | 44%[activator] | -6% | -2% | -6% | -5%
CCc1ccc(OCc2nnc(SCC(=O)NCc3ccco3)o2)cc1 | -5% | 2% | u | i | 10% | -2% | 14% | -22% | 12%
COc1cccc(CN2CCNC(=O)C2CC(=O)N2CCOc3ccccc3C2)c1OC (stereo unspecified) | 0% | -2% | x | 5% | 38% | -1% | 5% | -1% | 60%[activator]
CCOc1ccc(OCCOC(=O)CN(C)S(=O)(=O)c2ccc(NC(C)=O)cc2)cc1 | x | -1% | 8%[0.501 µM] | 0% | 40%[activator] | 10% | 1% | -15% | 18%
CCn1c(=N)c(C(=O)NC2CCCCC2)cc2c(=O)n3cccc(C)c3nc21 | 3% | -19% | -38%[59 µM] | 8% | 31% | 5% | -7% | -1% | 12%
CC(C)Oc1cccc(-c2cc(C(=O)NC(=S)N(C)c3ccccc3C(=O)O)c3ccccc3n2)c1 | -4% | -2% | 22µM* | -2% | u | -37% | 22% | -27% | -1%
Cc1ccc2cccc(S(=O)(=O)N3CCN(c4cccc(Cl)c4)CC3)c2n1 | -11% | 24% | -32%[59 µM] | -9% | 14% | -20% | 0% | -9% | u
Cc1ccc(-c2nc(C(=O)NCCCN(C)C)cc3c2[nH]c2ccccc23)cc1 | 169%[activator] | 11% | -1%[2.33 µM] | -9% | 5% | -24% | 0% | -30% | u
O=C(Nc1ccc(Br)cc1)C1CCN(c2cnccn2)CC1 | -5%&-3% | -10%&0% | 1% | 1%&-6% | 33%&53% | -19%[57.1 µM] | 1%&-7% | -20%&-10% | -8%&9%
CCOC(=O)CNC(=O)CSc1ncnc2c1cnn2-c1ccc(C)cc1 | -2% | 8% | u | i | 11% | 6% | -1% | -5% | -19%
CC1CN(C(=O)N2c3ccccc3Sc3ccccc32)CC(C)O1 (stereo unspecified) | -11% | 0% | -42%[59 µM] | 5% | 16% | 89µM* | -4% | -13% | 1%
CCN(C(=O)c1sc2cc(OC)ccc2c1Cl)c1ccccc1 | -10% | 3% | 52%[activator][59 µM] | i | 94%[activator] | 31%[activator] | -4% | 41%[activator] | 14%

No new results follow: 8 of the compounds above.
SMILES | BLM inh | Pin1 inhibitor | G9a block | Tb PGK inh | HP1b binding inh | BAZ2B inh | GLS inh | JMJD2A Tudor | Pol iota inh
CCOc1cc(C#N)c(NC(=O)c2cccnc2Cl)cc1OCC | -6% | 2% | -5% | -8% | 34%[activator] | 0% | -16% | -5% | 5%
CCOC(=O)CSc1nnc(-c2ccccc2NC(=O)c2ccccc2)o1 | -1% | -6% | -29%[59 µM] | 0% | 23% | 4% | 0% | -14% | -11%
CCOc1nc(Nc2ccc([N+](=O)[O-])cc2)nc(NC(C)(C)C)n1 | -6% | -2% | 0%[59 µM] | 5% | 11% | u | -5% | -12% | 107%[activator]
O=C(Cn1c(=O)oc2cc(S(=O)(=O)N3CCCC3)ccc21)Nc1ccc(OC(F)(F)F)cc1 | -1% | 0% | 8%[59 µM] | i | -15% | 5% | -14% | -6% | -12%
Cn1c(-c2cccs2)nc2ccccc21 | 1% | -3% | 10%[59 µM] | 1% | 41%[activator] | -7% | -2% | -13% | 169%[activator]
CC(CNC(=O)C1CCCCC1C(=O)O)c1ccccc1 (stereo unspecified) | 1% | -13% | 0%[12.7 µM] | -3% | 43%[activator] | -1% | 0% | -4% | 4%[58.9 µM]
CCn1c(C(C)NC(=O)Cc2ccccc2)nc2ccccc21 (stereo unspecified) | 2% | 6% | -38% | i | 2% | 1% | 10% | -6% | -3%
CCOc1ccccc1NC1=NC2CS(=O)(=O)CC2S1 (stereo unspecified) | 7% | -1% | 0% | i | 34% | 10% | -1% | -20% | 1%

Next section:
SMILES | BLM inh | Pin1 inhibitor | G9a block | Tb PGK inh | HP1b binding inh | BAZ2B inh | GLS inh | JMJD2A Tudor | Pol iota inh
CC[C@]1(C(=O)OC)[C@H]2C(=O)N(Cc3ccccc3)C(=O)[C@H]2[C@H]2CN=C(SCC3CC3)N21 | x | 1% | x | 2% | 19% | x | 2% | 79µM* | u
O=C(c1cc(-c2ccc(F)cc2)on1)N1CCOCC1 | 0% | 7% | -3% | -5% | -10% | 8% | 7% | -16% | 83%[activator]
CCOc1ccc(Nc2oc(-c3ccccc3Cl)nc2C#N)cc1 | -10% | 6% | -47% | -5% | 4% | -5% | -1% | -4% | 18%
Cc1cccc(-c2ncc(S(=O)(=O)C(C)(C)C)c(N)n2)c1 | -3% | 8% | 12% | 1% | 10% | -12% | 7% | -5% | -7%[58.9 µM]
O=C(Nc1ccccc1)OCc1cnc(Cl)s1 | -6% | -3% | 8% | -6% | 28% | 0% | -9% | -1% | -5%
CCOC(=O)C1(Cc2ccc(Cl)cc2)CCN(Cc2nccn2CC)CC1 | -4% | -5% | u | -3% | 3% | u | 2% | -32% | 17%
Cc1ccc(SCc2nc(-c3ccc(C(=O)Nc4cc(C)ccc4C)cc3)oc2C)cc1 | -2% | 8% | -30%[59 µM] | 0% | 54%[activator] | -11% | 6% | -6% | 17%
OB(O)c1cc2ccccc2o1 | -12% | -5% | x | x | 50%[activator] | x | x | -13% | -2%
CCc1noc(C)c1C(=O)N1CCN(S(=O)(=O)c2ccc(C)cc2C)CC1 | x | -1% | u | -1% | 22% | 30%[activator] | 6% | -6% | 10%
Cc1ccc(CNC(=O)CCn2cc(-c3ccc(C)cc3)nc2-c2ccncc2)cc1 | 5% | -1% | 45µM* | -7% | -4% | u | 2% | -26% | -16%
CC(C)Oc1ccc(S(=O)(=O)N2CCOCC2)cc1NC(=O)C1CSC2(C)CCC(=O)N12 (stereo unspecified) | x | -5% | 45µM* | -3% | 20% | 5% | -13% | -1% | -9%
O=C(Nc1cccc2ccccc12)c1nn(C23CC4CC(CC(C4)C2)C3)cc1[N+](=O)[O-] | -6% | -2% | 23%[2.33 µM] | -4% | -13% | -32% | 1% | u | -16%[58.9 µM]
O=C(COC(=O)/C=C/c1cccc(Cl)c1)Nc1c(F)cccc1F | x | -1% | x | i | 16% | x | -5% | -13% | 32%[activator]
O=C(CSCc1ccccc1)Nc1cccc(C(=O)Nc2ccc(C(=O)O)cc2)c1 | -2% | 2% | x | 5% | 18% | u | 9% | -20% | 13%
COc1cc(C(=O)OCc2cc(=O)n3ccsc3n2)ccc1OC(C)C | x | -1% | x | -1% | 27% | x | -4% | -20% | 6%
CC1(C)CC2(CCCN(C(=S)Nc3ccccc3)C2)CCO1 (stereo unspecified) | 2% | 0% | 23% | u | 17% | -14% | 60%[activator] | -1% | 116%[activator]
COc1ccc(CNCc2ccncc2)cc1OC | 1% | 3% | -9% | 4% | 62%[activator] | -7% | 3% | -8% | 165%[activator]
Cc1cc(NC(=O)CSc2cn(CCNC(=O)c3ccc(Cl)cc3)c3ccccc23)no1 | -1% | u | u | 9% | 41%[activator] | -8% | -2% | -6% | 31%
COCCNC(=S)NNC(=O)c1ccco1 | 0% | -11% | -9% | i | 27% | -9% | 16% | -21% | 1%
Cc1ccc(S(=O)(=O)c2nnn3c2nc(N2CCCCC2)c2sccc23)cc1 | -2% | 1% | -26%[59 µM] | -4% | 31% | -9% | -13% | -25% | 13%
CC(C(=O)N1CCc2ccccc21)N1CCc2ccccc2C1 (stereo unspecified) | -5% | -17% | 17%[59 µM] | i | 30% | 4% | 2% | -10% | -8%
O=C(NCc1ccco1)C1CCN(S(=O)(=O)N2CCOCC2)CC1 | -2% | -6% | 10% | 1% | 15% | -2% | 4% | -12% | 3%[58.9 µM]
Cc1cc(-c2ccccc2)nc2oc3c(c12)NC(=O)CN(c1ccccc1)C3=O | -2% | 8% | 45%[59 µM] | 9% | 6% | 4% | 1% | -8% | 37%[activator]
CC(C)Cn1c2c(c(O)c(C(=O)Nc3nc4ccccc4s3)c1=O)CCCC2 | -8% | 6% | 22%[59 µM] | 4% | 65%[activator] | 2% | -3% | -1% | 51%[activator]
CCc1[nH]nc2c1C(c1ccc(C)o1)C(C#N)=C(N)O2 (stereo unspecified) | 0% | -7% | 14% | -4% | 2% | -19% | u | -21% | 112%[activator]
CC(C)(C)S(=O)N1Cc2cc(CO)cc(-c3ccccc3)c2[C@H]1CCO (stereo partly specified) | x | 21% | x | -7% | 38% | x | 4% | -5% | 1%
O=C(CNS(=O)(=O)c1ccc(Br)cc1)N1CCOCC1 | -1% | -8% | 2% | -6% | 46%[activator] | 1% | -14% | 2% | 14%

An excerpt; count on the stated rates, not on these rows.
